PKM2 activator: increases activity of human pyruvate kinase M2; P14618; purified PKM2, Kinase-Glo ATP luminescence, activation; response scale: 0% is enzyme alone, no compound; Potency, µM (series often up to 57.5 µM), inactives show top-dose activation, most hits filed as activators; 260,000 compounds, 0.34% hits; AID 1631; further: potency means the concentration at half of the fitted maximal effect; on the % scale 0 is the no-effect control and ±100 the full control effect; nearly all actives have a fitted effect of over 55% in size
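Purified hPK-M2 (>95%) run at intermediate activity with 0.1 mM ADP and 0.5 mM PEP in 50 mM imidazole pH 7.2, KCl, MgCl2; 1 h room temperature. ATP formed read by Kinase-Glo luminescence; normalized to uninhibited and no-enzyme controls.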
FBPA coupling cs: counter-screen for Giardia aldolase inhibitors: coupling enzyme system. AID 2472. coupling enzyme system counterscreen, AmpLite Red fluorescence. activity change, negative = inhibition, % at 58.2 µM, hits read low. 290,000 compounds, 0.67% hits; in the data active means activity change below about -30%; further: on the % scale 0 is the no-effect control and ±100 the full control effect
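Counterscreen of the coupled detection system alone, without aldolase: glyceraldehyde-3-phosphate coupling enzymes plus AmpLite Red readout. Compounds at 57.5 uM final, 10 min RT preincubation, 20 min RT reaction, fluorescence 525/598 nm.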
GALK inh: inhibitors of human galactokinase; 270,000 compounds, 0.007% hits; P51570; Potency, µM (highest dose often 57.5 µM), for inactives: at the highest dose activity change, negative = inhibition, usual class: inhibitors; Purified GALK, Kinase-Glo residual ATP luminescence; further: potency means the concentration at half of the fitted maximal effect; on the % scale 0 is the no-effect control and ±100 the full control effect
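Kinase-Glo Plus luminescence measured ATP left after a 1 h room-temperature reaction. The reaction used 5 nM GALK, 100 uM galactose and 35 uM ATP at pH 8.0 (20 mM HEPES, 5 mM MgCl2, 60 mM NaCl, 1 mM DTT, 0.01% BSA).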
USP2a inh: USP2a (human) protease inhibition; 330,000 compounds, 0.01% hits; Potency, µM (titrated, usually from 38.3 µM), for inactives: at the highest dose activity change, negative = inhibition, hits mostly inhibitors; O75604; AID 463254; USP2 core, Ub-CHOP2 coupled fluorogenic reporter, 485/531;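 further: potency means the concentration at half of the fitted maximal effect; plate controls were DMSO wells for no effect and full inhibition by NEM control for full effect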
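USP2 core (10nM final) preincubated 30min RT with compound in 20mM Tris-HCl pH 8.0, 2mM CaCl2, 2mM beta-mercaptoethanol, 0.05% CHAPS; 25nM Ub-CHOP2 plus 25nM reporter substrate added, fluorescence (Ex485/Em531) read after 60min.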
hERG WT inh: inhibitors of human wildtype KCNH2 potassium channel; U2OS, BacMam KCNH2, thallium flux FluxOr; hits give low values; AID 720551; 340,000 compounds, 0.37% hits; activity change, % at 1.84 µM;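 active means maximum activity change below -70%; inconclusive means maximum activity change between -70% and -50%; inactive means maximum activity change above -50%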; further: on the % scale 0 is the no-effect control and ±100 the full control effect
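U2OS cells were transduced with wild-type KCNH2 virus (2.03 x 10^8 / mL) for 4 h at room temperature, then cultured overnight at 37 C. Thallium flux was read with FluxOr dye. Rate constants were normalized to DMSO controls.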
B2AR arrestin: agonists driving beta-arrestin recruitment to human beta2-adrenergic receptor. beta-arrestin recruitment to beta2AR, cell-based reporter. Potency, µM (series often up to 46.1 µM), for inactives: at the top dose activation, actives largely listed as activators. 330,000 compounds, 0.02% hits. AID 492947;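 further: potency means the concentration at half of the fitted maximal effect; 0% = DMSO controls and full agonism = EC100 isoproterenol or metaproterenol; nearly all actives have a fitted effect of over 65% in size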
Menin MLL FP TR: inhibitors of human menin-MLL interaction, mutant MLL peptide. 270,000 compounds, 0.23% hits. Potency, µM (titrated, usually from 61.6 µM), for the others: at the top dose FP activity change, negative = inhibition, actives largely listed as inhibitors. AID 1768. Menin + Texas Red MLL mutant peptide, fluorescence polarization; active means well fitted inhibition curve with a large enough effect in the polarisation, with a control signal flat, not every such curve was filed as active; inconclusive means small, poorly fitted or top-dose-only effect, or effect the other way, or a change in a side signal; inactive means no such curve, though single readings can be large or run the other way; the % refers to the polarisation; further: potency means the concentration at half of the fitted maximal effect; % of control where 0% means no effect; many of its hits are not listed in these tables
TRPV1 agonist: activates the human vanilloid receptor TRPV1; 320,000 compounds, 0.19% hits; activation, % at 8.33 µM; TRPV1-expressing cells, Fluo-8 calcium influx, agonist mode; AID 540275; Q8NER1; in the data active means activation above about 80%; inconclusive means between about 30% and that limit; further: 0% is about no effect
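Fluo-8 calcium influx in TRPV1-expressing cells, kinetic read (ex 480/em 520 nm). Compound added and read 3 min for agonist activity, followed by capsaicin at EC20 final and 2 min further read for enhancement.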
Giardia killer: kills Giardia lamblia; Giardia lamblia trophozoite viability; activity change, % at 7.66 µM, hits read low; 340,000 compounds, 0.15% hits; AID 540267; in the data active means activity change below about -80%; inconclusive means between about -30% and that limit;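 further: parasites exposed to compound for two days anaerobically before the ATP read; on the % scale 0 is the no-effect control and ±100 the full control effect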
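Luminescence from cellular ATP indicates surviving trophozoites (100 cells/well) following 48 hrs anaerobic compound treatment at 37 deg C; signal develops 15-30 min at room temperature.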
KCNH2 3.1 block: blocks the human KCNH2 3.1 channel isoform | activity change, % (tested at about 1.8 µM) | AID 720553 | 340,000 compounds, 0.95% hits | U2OS KCNH2 3.1, thallium flux FluxOr; hits give low values;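 active means maximum activity change below -70%; inconclusive means maximum activity change from -70% to -50%; inactive means maximum activity change above -50%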;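 further: thallium influx rate constant from kinetic fluorescence after stimulation buffer; on the % scale 0 is the no-effect control and ±100 the full control effect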
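Measured as rate of thallium-driven FluxOr signal in transduced U2OS cells carrying the 3.1 channel, read kinetically for 2 min upon stimulation; values are rate constants scaled to DMSO control wells.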
CXXC DNA block: blocks binding of human MLL CXXC domain to DNA | Q03164 | MLL-CXXC / FITC-HOXA9 DNA fluorescence polarization | Potency, µM (highest dose often 115 µM), for the others: top-dose activity change, negative = inhibition, usual class: inhibitors | 290,000 compounds, 0.037% hits | AID 2662; active means well fitted inhibition curve with a large enough effect in the polarisation, with a control signal flat, not every such curve was filed as active; inconclusive means small, poorly fitted or top-dose-only effect, or effect the other way, or a change in a side signal; inactive means no such curve, though single readings can be large or run the other way; the % refers to the polarisation; further: potency means the concentration at half of the fitted maximal effect
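Fluorescence polarization: 7 uM MLL-CXXC (stock) preincubated 5 min with compounds, then 50 nM fluorescein-HOX-A9 DNA (stock) added; 30 min ambient. Buffer 50 mM Tris-HCl pH 7.5, 50 mM NaCl, 1 mM DTT, 0.05% BSA.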
Starred values were filed as active, the others as inactive; i = inactive; ? = inconclusive; . = no result given; [ ] = remark or other dose. Unless noted, the call rests on the fitted dose curve; in most records, active means well fitted curve in the direction sought with a large enough effect; inconclusive means small, poorly fitted or top-dose-only effect, or another doubt; inactive means no such curve, though single readings can be large; an effect the other way counts as inactive or inconclusive.

canonical_smiles,PKM2 activator,FBPA coupling cs,GALK inh,USP2a inh,hERG WT inh,B2AR arrestin,Menin MLL FP TR,TRPV1 agonist,Giardia killer,KCNH2 3.1 block,CXXC DNA block
COCCNCc1ccccc1[N+](=O)[O-],.,.,.,2%,3,-1.5%,.,-1,-10,24,.
C/C(=N\NC(=O)c1ccc2c(c1)OCO2)c1ccco1,-37%,6,13%,0%,-2,-0.2%,2%,22,-2,-5,1%
CC(C)(C)c1ccc(OC(=O)c2ccc3snnc3c2)cc1,-1%,1,.,2%,6,-0.1%,-2%,?,3,-5,2%
O=C(COC(=O)c1ccccc1[N+](=O)[O-])c1ccc2c(c1)OCO2,.,.,.,0%,5,-0.8%,.,7,?,8,.
CCc1noc(C)c1C(=O)Nc1nnc(C(CC)CC)s1,.,.,.,1%,-10,0.1%,.,4,23,-5,.
CCCCC#Cc1cncc(C(=O)N/N=C/c2cccc(OC)c2)c1,1%,-1,-2%,4%,0,0.0%,.,1,24,-7,-20%
Cc1cccc(NC(=S)N2CCN(S(=O)(=O)c3ccccc3)CC2)c1,3%,.,-4%,1%,3,0.1%,.,27,6,0,12%
Cc1ccc(Cn2c(N/N=C/c3ccncc3)nc3c2c(=O)n(C)c(=O)n3C)cc1,7%,-4,-4%,6%,-5,-0.9%,.,-2,1,5,9%
Cc1onc(-c2ccccc2)c1C(=O)NNC(=S)NC(=O)c1ccc(Cl)cc1Cl,0%,6,4%,1%,-6,6.3%,7%,?,-4,4,10%
Nc1ccccc1C(=O)N1CCc2ccccc21,0%[11.5 µM],-2,-3%,0%,-9,-0.4%,0%,-1,-24,-5,0%
CCc1ccccc1NC(=O)NC(C)c1ccc2c(c1)OCO2 (stereo unspecified),1%,-4,5%,0%,2,-1.0%,-20%,9,3,-7,-1%
CCCCn1c(N)c(N(CCC(C)C)C(=O)C2CC(=O)N(c3cccc(SC)c3)C2)c(=O)[nH]c1=O (stereo unspecified),.,.,.,0%,-16,0.9%,.,-4,9,-1,.
O=C(NCc1nnc(SCC(=O)N2CCOCC2)o1)c1cccs1,-2%,5,0%,-2%,0,-1.0%,17%,-13,-3,20,11%
CCCCC(=O)Nc1ccc(NC(=S)NC(=O)c2ccco2)cc1OC,-1%,1,6%,0%,-8,0.2%,.,13,-8,-1,-6%
CCOC(=O)c1ccc(N=Nc2c(C)c(C#N)c(O)[nH]c2=O)cc1,-6%,-1,-2%,?,i,-0.3%,?,-1,4,-5,3%
CCCc1ccc(Oc2c(-c3ccc(O)c(C)c3O)n[nH]c2C)cc1,3%,0,-5%,-4%,-1,0.4%,?,5,-12,2,-11%
CCCOc1ccc(OCCN2CCCC(C)C2)cc1 (stereo unspecified),1%,-2,-5%,1%,33,-0.6%,-13%,-5,-2,.,3%
COc1ccc2[nH]c(C(=O)O)c(NS(=O)(=O)c3ccc(C)cc3C)c2c1,.,-1,1%,-1%,-4,0.1%,?,-3,21,-12,-4%
COC1C(C)=C(C)C(=O)N1Cc1ccccc1 (stereo unspecified),-1%,-5,0%,1%,15,0.0%,-17%,2,1,10,3%
O=C(NCc1ccncc1)C1CCCCC1,3%,5,0%,3%,-9,0.4%,6%,2,-1,4,5%
CCCn1c(Nc2ccccc2C)nc2ccccc21,-16%,0,-1%,2%,-10,-0.2%,15%,2,8,6,-13%
Cc1ccc2c(CC(=O)NCC(C)(C)N3CCOCC3)coc2c1,-6%,0,0%,-1%,0,-0.1%,0%,1,-27,-8,8%
COc1ccc(CC(=O)OCc2nnc(C3COc4ccccc4O3)o2)cc1OC (stereo unspecified),8%,-4,0%,0%,-10,-0.2%,3%,27,14,3,-8%
Cc1ccccc1N1C(=O)CN(Cc2sccc2C)C1=S,3%,2,0%,0%,5,-0.4%,8%,27,7,2,-5%
Cc1ccc(S(=O)(=O)N2CCCN(c3nccc(C(F)(F)F)n3)CC2)cc1,2%,0,.,0%,1,-0.6%,.,17,-8,11,-1%
CCCCNC(=O)N1CCC(CCC(=O)N(C)Cc2ccccc2)CC1,-3%,4,3%,0%,1,-0.6%,2%,0,21,7,-3%
Cc1oc(-c2ccccc2)nc1C(=O)OCC(=O)NC(C)c1ccccc1 (stereo unspecified),.,.,.,-5%,-1,0.2%,.,3,3,-9,.
CC(=O)Nc1ccc(NC(=O)/C=C/c2cccc(C(F)(F)F)c2)cc1,-14%,0,-1%,4%,-6,-0.5%,-19%,-1,2,-5,4%
Cc1cc(C)cc(NC(=O)c2cccc(N3C(=O)C4C5C=CC(C5)C4C3=O)c2)c1 (stereo unspecified),3%,0,3%,4%,-17,0.1%,23%,3,2,-5,-4%
O=S(=O)(NC1=NCCC1)c1cccc(NC(=S)NCCc2ccccc2)c1,-1%,0,.,2%,-6,3.9%,6%,-2,-9,6,1%
Cc1ccc(S(=O)(=O)N2[C@@H](c3ccc(Cl)cc3)C(C(=O)O)=CC[C@H]2c2cccc(C)c2)cc1,.,.,.,0%,-23,-0.1%,.,-6,?,22,.
Cc1c(NC(=O)COC(=O)/C=C/c2ccccc2Br)c(=O)n(-c2ccccc2)n1C,.,.,.,0%,6,-1.1%,.,-7,10,5,.
CCOc1ccc(N(C(=O)c2snc(C(N)=O)c2N)C(C)C(=O)NC2CCCCC2)cc1 (stereo unspecified),-4%,0,-1%,-2%,2,0.4%,-1%,-2,-14,-16,0%
COCCn1c(C)cc(C(=O)CSc2nnc(C)s2)c1C,-22%,-16,5%,.,-11,.,10%,-2,?,-15,0%
COc1ccc(Sc2nnc(Cc3ccccc3)c3ccccc23)cc1,3%,2,0%,0%,-18,0.3%,-1%,?,3,-11,15%
Cc1ccc(-n2c(SCC(=O)N(C)C)nnc2-c2ccco2)cc1,.,-2,-2%,-2%,6,-0.8%,?,0,-5,-21,-5%
COc1ccc(N(CC(=O)NCc2ccc(F)cc2)C(=O)c2snc(C(N)=O)c2N)cc1,5%,1,8%,-1%,4,0.4%,-16%,-2,-9,-4,27%
COC(=O)c1c(C(=O)OC)c(-c2ccc(OC)cc2)n2c1CCC2,.,3,-1%,0%,1,0.1%,-28%,11,9,4,?
Cc1noc(C)c1COc1ccccc1C(=O)NCCc1ccc(S(N)(=O)=O)cc1,-3%,.,-4%,2%,2,0.6%,.,-2,6,9,-3%
CC(C)N(CC(O)COc1ccc(CC(N)=O)cc1)CC(O)COc1ccc(CC(N)=O)cc1 (stereo unspecified),.,-1,1%,4%,2,-0.6%,-17%,1,-7,28,0%
O=C(COC(=O)Cc1ccc(Cl)cc1)Nc1c(F)cccc1F,1%,-1,-2%,1%,23,0.1%,-2%,11,-5,.,7%
O=C(NCCCN1CCCCC1)c1ccc2c(c1)NC(=O)C(N1CCCCC1)S2 (stereo unspecified),-1%,2,1%,0%,-1,-0.3%,-10%,4,1,1,5%
Nc1c(C=C2C=CC(=O)C=C2)c(=O)nc2sc(CC(=O)N3CCOCC3)nn12,.,11,0%,3%,-17,0.0%,5%,1,10,6,1%
Cc1cc(C=O)c(C)n1-c1cc(C(=O)O)cc(C(=O)O)c1,-2%,2,4%,2%,i,3.7%,9%,2,-23,8,-13%
O=C(O)COn1c(-c2ccccc2)nc2ccc([N+](=O)[O-])cc21,0%,-12,-3%,0%,9,0.0%,49%[activator],1,-8,.,-2%
Cc1c(C(=O)O)sc2nc(/C=C/c3cccc(F)c3)[nH]c(=O)c12,.,1,3%,0%,-6,-0.8%,-14%,1,-5,3,16%
CC1CCC(=NNC(=O)c2ccccc2-n2cccc2)CC1 (stereo unspecified),.,.,.,-1%,1,-0.3%,.,2,2,-20,.
CCn1c(SCC(=O)NCc2ccco2)nnc1-c1ccc(N)cc1,-4%,1,1%,2%,2,-0.2%,9%,-2,18,10,-7%
CCc1ccc(NC(=O)CSc2nc3cc(C(=O)OC)ccc3c(=O)n2Cc2ccco2)cc1,-19%,4,-1%,-3%,9,0.1%,-1%,1,-9,?,-13%
CCC(C(=O)Nc1ccc2c(c1)OCCO2)n1c(=O)[nH]c2ccccc2c1=O (stereo unspecified),0%,7,-2%,1%,-9,-0.1%,-3%,3,7,9,-13%
COc1ccc2[nH]cc(C(=O)CN3CCN(C/C=C/c4ccccc4)CC3)c2c1,10%,-22,3%,0%,.,0.2%,2%,-6,.,.,0%

Screening data (PubChem)

Only part of the results is shown; count on the stated rates, not on these rows.
